GDH-TPI counter – inhibits GDH-TPI coupling enzymes, artifact for Mtb FBA screen. inhibition, % at 4.8 µM. GDH-TPI coupled enzyme counterscreen, NADH absorbance. 360,000 compounds, 1.2% hits; in the data active = inhibition above about 30%;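 note: 0% = DMSO wells and 100% = wells lacking the enzyme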
BioA inh – inhibitors of Mycobacterium tuberculosis BioA enzyme; 360,000 compounds, 0.096% hits; inhibition, % at 9.99 µM; purified M. tuberculosis BioA enzyme, plate reader; in the data active = inhibition above about 40%; inconclusive = no clear call, values can overlap the other calls
BoNT A protease – blocks Botulinum neurotoxin A light chain protease; inhibition, % at 10 µM; multiplex microsphere protease substrate cleavage, flow cytometry; 360,000 compounds, 0.17% hits; AID 588499; note: plate controls were buffer without enzyme for full effect and enzyme alone for no effect
FBA Mtb inh – inhibits M. tuberculosis FBA enzyme; purified M. tuberculosis FBA, fluorescence read-out; AID 588726; inhibition, % at 1 µM; 360,000 compounds, 2.3% hits; in the data active = inhibition above about 27%;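 note: 0% = vehicle and 100% = reference inhibitor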
Target sequence (P9WQA3 whole entry, looked up): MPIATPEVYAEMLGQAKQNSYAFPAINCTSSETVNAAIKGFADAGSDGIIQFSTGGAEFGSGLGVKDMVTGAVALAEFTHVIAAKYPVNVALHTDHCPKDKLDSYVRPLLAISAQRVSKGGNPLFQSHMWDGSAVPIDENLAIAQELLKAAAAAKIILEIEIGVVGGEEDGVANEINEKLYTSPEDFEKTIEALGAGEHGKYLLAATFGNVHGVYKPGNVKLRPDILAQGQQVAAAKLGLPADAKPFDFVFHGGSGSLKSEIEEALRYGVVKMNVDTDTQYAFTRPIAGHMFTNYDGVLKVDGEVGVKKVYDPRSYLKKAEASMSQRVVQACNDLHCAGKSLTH
UGM FP inh – blocks M. tuberculosis UGM enzyme. P9WIQ1. purified UGM, fluorescence polarization probe displacement. inhibition, % at 10 µM. 320,000 compounds, 0.06% hits. AID 504406; in the data active = inhibition above about 10%, passing the limit was not always enough; inconclusive = no clear call, values can overlap the other calls
Target sequence (P9WIQ1 whole entry, looked up): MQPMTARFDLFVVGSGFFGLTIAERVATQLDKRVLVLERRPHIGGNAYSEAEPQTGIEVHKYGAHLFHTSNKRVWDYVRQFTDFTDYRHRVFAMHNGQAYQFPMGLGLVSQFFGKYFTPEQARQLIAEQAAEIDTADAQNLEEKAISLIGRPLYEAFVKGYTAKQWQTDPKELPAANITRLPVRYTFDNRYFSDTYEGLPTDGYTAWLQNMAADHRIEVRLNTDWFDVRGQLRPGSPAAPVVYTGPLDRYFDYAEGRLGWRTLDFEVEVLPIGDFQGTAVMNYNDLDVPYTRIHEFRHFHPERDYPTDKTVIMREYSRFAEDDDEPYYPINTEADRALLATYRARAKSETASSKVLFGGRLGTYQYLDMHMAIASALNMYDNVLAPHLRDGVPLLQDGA
Anthrax LF inh2 – inhibitors of Bacillus anthracis lethal factor protease | P15917 | multiplex microsphere protease cleavage assay, LF | inhibition, % at 10 µM | 360,000 compounds, 0.12% hits | AID 588501; note: plate controls were buffer without enzyme for full effect and enzyme alone for no effect
PfHsp40 yeast – restores yeast growth despite PfHsp40 toxicity; growth rescue, % at 12.5 µM; S. cerevisiae expressing PfHsp40, growth rescue, ATP luminescence; 340,000 compounds, 0.68% hits; in the data active = growth rescue above about 28%, passing the limit was not always enough; inconclusive = no clear call, values can overlap the other calls;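 note: yeast W303a lacking pdr1 and pdr3 grown in galactose medium; growth measured after three days at 30 °C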
FadD28 FP inh – M. tuberculosis FadD28 bisubstrate binding inhibition. FadD28 bisubstrate probe binding, fluorescence polarization. inhibition, % at 12.5 µM. 360,000 compounds, 0.22% hits; in the data active = inhibition above about 8.5%, passing the limit was not always enough; inconclusive = no clear call, values can overlap the other calls
BoNT-F LC inh – BoNT F light chain protease inhibition; AID 588497; 360,000 compounds, 0.22% hits; inhibition, % at 10 µM; Multiplex microsphere protease cleavage assay, flow cytometry; in the data active = inhibition above about 35%, passing the limit was not always enough; inconclusive = no clear call, values can overlap the other calls; note: plate controls were buffer without enzyme for full effect and enzyme alone for no effect
* hit, by the source's call; ? = inconclusive; . = no result given; & = joins results of further samples. Cut-off read from the data, not from the text of the source, unless noted: active = inhibition above about 30%; inconclusive = no clear call, values can overlap the other calls; inactive = below that.

smiles	BoNT-F LC inh	Anthrax LF inh2	GDH-TPI counter	UGM FP inh	FadD28 FP inh	FBA Mtb inh	PfHsp40 yeast	BioA inh	BoNT A protease
Cc1ccccc1S(=O)(=O)Nc1nc2ccccc2nc1N1CCc2ccccc2C1	0.9	0.5	9.9	1.0	-0.8	11.2	0.0	-2.5	0.9
Nc1ccccc1Nc1cccc(C(F)(F)F)c1	-7.6	0.2	3.1	1.6	-0.3	-2.5	-0.2	.	-0.6
Cc1cc(C(=O)Nc2cccc(NC(=O)c3ccco3)c2)ccc1[N+](=O)[O-]	4.5	4.5	7.4	-2.3	-6.7	-5.6	2.5	2.4	3.0
C[C@@H]1CN([C@@H](C)CO)C(=O)CCCn2nncc2CO[C@@H]1CN(C)S(=O)(=O)c1ccc(-n2cccn2)cc1	-4.9	-6.8	4.3	.	-2.3	-2.0	.	-1.1&-0.1	0.2
Cc1ccc(-n2ncc3c2CC(C)(C)CC3NC(=O)c2c(C)noc2C)cc1 (configuration not stated)	10.5	1.8	4.8	0.8	-2.0	2.8	91.0*	2.9	1.7
COc1ccccc1C(=O)NC(=Nc1nc2ccccc2o1)NC(=O)c1ccccc1OC	-0.5	-2.2	15.9&-3.4	-0.1	-0.2&-2.1	0.9&-0.9	-0.1&-1.0	-2.2&-1.0	-0.9
COCCNC(=O)Cn1nc(-c2ccc(Cl)cc2)c2ccccc2c1=O	-21.7	2.9	-3.9	1.9	1.0	-0.4	-2.3	-0.8	-0.5
COC(=O)c1ccc(S(=O)(=O)NCc2ccccc2)n1C	-7.0	-13.8	-0.4	2.5	0.5	0.1	-0.5	.	-0.4
Nc1cc2c(cc1Cl)N(Cc1ccccc1)C(=O)CO2	-2.9	-2.4	10.5	4.0	0.0	2.3	-1.7	.	1.3
CSc1ccc(C(c2c(C(=O)O)[nH]c3ccccc23)c2c(C(=O)O)[nH]c3ccccc23)cc1	?	3.3	11.5	2.1	38.2*	1.6	20.3	1.1	-1.6
CC(C)(C)c1nn(-c2ccccc2)c2[nH]c(=O)c(CNCc3ccc4c(c3)OCO4)cc12	-18.1	-4.0	2.8	-0.9	-5.1	4.0	3.2	-2.7	-1.8
Cc1ccc([N+](=O)[O-])cc1NC(=S)NC(=O)c1cccs1	-1.5	0.1	-0.7	-1.2	-0.7	-2.0	-0.5	.	0.2

Single records (already shown). Values in the order: BoNT-F LC inh, Anthrax LF inh2, GDH-TPI counter, UGM FP inh, FadD28 FP inh, FBA Mtb inh, PfHsp40 yeast, BioA inh, BoNT A protease
Results for CSc1ccc(C(c2c(C(=O)O)[nH]c3ccccc23)c2c(C(=O)O)[nH]c3ccccc23)cc1 = ?, 3.3, 11.5, 2.1, 38.2*, 1.6, 20.3, 1.1, -1.6
Results for Cc1ccc([N+](=O)[O-])cc1NC(=S)NC(=O)c1cccs1 = -1.5, 0.1, -0.7, -1.2, -0.7, -2.0, -0.5, ., 0.2
Results for Nc1cc2c(cc1Cl)N(Cc1ccccc1)C(=O)CO2 = -2.9, -2.4, 10.5, 4.0, 0.0, 2.3, -1.7, ., 1.3
Results for CC(C)(C)c1nn(-c2ccccc2)c2[nH]c(=O)c(CNCc3ccc4c(c3)OCO4)cc12 = -18.1, -4.0, 2.8, -0.9, -5.1, 4.0, 3.2, -2.7, -1.8

(continued)
smiles	BoNT-F LC inh	Anthrax LF inh2	GDH-TPI counter	UGM FP inh	FadD28 FP inh	FBA Mtb inh	PfHsp40 yeast	BioA inh	BoNT A protease
COc1ccc(CNC(NC(=O)c2ccccc2)(C(F)(F)F)C(F)(F)F)cc1	6.0	0.4	2.2	2.0	-0.3	1.0	-0.8	.	0.3
COc1ccccc1NC(=O)C(C)OC(=O)c1ccc(-n2cnnn2)cc1 (configuration not stated)	-1.6	-1.0	7.3	-1.3	-1.9	6.3	0.3	19.1	4.7
O=C(COC(=O)c1cccc(C(F)(F)F)c1)NCc1ccccc1	-1.3	-1.5	10.1	0.7	0.6	3.7	0.4	.	0.6
O=C(O)C(Br)CBr (configuration not stated)	-13.5	1.1	4.9	1.7	1.2	1.2	0.1	-1.4	-1.2
CCOC(=O)N1CCN(S(=O)(=O)CCNC(=O)c2ccc(F)cc2)CC1	-14.0	3.6	3.1	0.1	-0.9	-0.3	0.7	-1.6	-3.5
O=C(Nc1ccc(F)cc1)C1CCN(C(=O)c2ccc([N+](=O)[O-])cc2)CC1	-4.7	-1.5	-1.3	1.5	-0.8	1.6	-0.9	.	-0.3
COc1ccc(CNC(=O)Cn2nc(C)c3c(C)n(-c4ccc(C)cc4)nc3c2=O)cc1OC	-2.7	3.5	7.7	-2.4	-4.5	-0.8	-1.9	1.6	1.0
Cc1cc(C)c(C)c(C(O)(C(=O)O)c2ccccc2)c1C (configuration not stated)	1.0	-1.2	0.0	.	-1.1	1.1	-1.5	.	0.0
Cc1cc(C)n(C(C)CC(=O)Nc2ccc3c(c2)OCCO3)n1 (configuration not stated)	-9.0	-2.8	-3.0	1.0	-2.4	-7.3	-1.3	-2.9	-1.6
S=C(c1cn(CCOc2ccccc2)c2ccccc12)N1CCCC1	-12.8	2.7	-2.3	-0.3	-0.4	0.7	3.2	0.9	2.0
c1csc(CNc2ncnc3sccc23)c1	-4.4	4.0	6.4	1.4	-0.7	0.7	1.3	.	-0.6
CCOc1cc(C(=O)N/N=C/c2ccoc2)cc(OCC)c1OCC	-6.9	1.4	7.2	-0.1	-3.5	0.0	0.8	-2.6	-2.4

More results.
smiles	BoNT-F LC inh	Anthrax LF inh2	GDH-TPI counter	UGM FP inh	FadD28 FP inh	FBA Mtb inh	PfHsp40 yeast	BioA inh	BoNT A protease
CCOC(=O)c1ccc2c(c1)nc(SCC(=O)N1CCOCC1)n2CC	-2.5	-2.1	3.7	0.8	-2.9	-0.4	0.5	.	0.7
C=CCC(C#Cc1ccccc1)N(C)C (configuration not stated)	-2.4	-0.2	-9.1	-4.4	-4.3	-1.8	-0.9	-0.4	0.3
CC(C)Oc1cc(F)ccc1-c1cc(C(=O)NCC2CCCCC2)[nH]n1	-3.2	-0.3	-0.9	.	-0.5	-2.2	.	-1.2	-0.3
COc1cccc(-c2c(C(=O)N/N=C/c3sccc3C)nnn2-c2nonc2N)c1	.	.	34.8*	-1.3	-10.9	-0.7	0.6	0.3	.
O=C(NNC1=C(C(=O)C(F)(F)F)CCC1)c1ccccc1Cl	-1.0	-1.0	21.0	-0.5	0.3	-0.7	2.5	-0.5	-0.9
COc1ccccc1NC(=O)N(C)C[C@H]1Oc2ncc(Br)cc2C(=O)N([C@H](C)CO)C[C@H]1C	0.7	-2.3	3.1	.	-3.6	-2.5	.	8.5&10.9	0.2
CCOC(=O)C1CCN(C(=O)CCCOc2ccccc2)CC1	0.6	2.6	7.4	-0.1	1.1	1.0	0.2	-1.9	0.7
O=C(NCc1ccccn1)c1ccc(N2CCCC2)c([N+](=O)[O-])c1	-3.0	1.9	6.9	-3.0	-0.7	-1.0	1.9	2.5	0.3
Cc1[nH]c2ccccc2c1CN1CCN(c2ccccn2)CC1	.	.	0.7	0.3	0.2	2.8	0.6	1.9	.
CCOC(=O)c1sc(N)c(C#N)c1CSc1nnc(C2CC2)n1N	-3.5	-0.5	14.8	1.8	-3.1	1.9	-0.1	8.7	1.0
CC1CCN(Cc2nnnn2CCCC(=O)NCCc2cnn(C)c2)CC1	-0.1	-3.0	-6.9	2.3	-3.7	-3.2	0.0	-0.1	0.1
O=[N+]([O-])c1ccc(Nc2ccc(N3CCOCC3)cc2)c([N+](=O)[O-])c1	-5.1	-4.3	9.7	0.6	-0.7	1.4	1.9	.	-1.1

Additional compounds
smiles	BoNT-F LC inh	Anthrax LF inh2	GDH-TPI counter	UGM FP inh	FadD28 FP inh	FBA Mtb inh	PfHsp40 yeast	BioA inh	BoNT A protease
COC(=O)C(O)(c1ccc(NC(=O)Oc2ccccc2)cc1)C(F)(F)F (configuration not stated)	-4.1	1.4	-4.4	0.6	-7.5	-1.4	2.7	.	0.3
O=c1c2cn[nH]c2[nH]c(=S)n1-c1ccccc1	-5.9	1.1	10.4	3.7	-2.5	-13.2	0.2	-4.4	0.6
COc1ccc(OC)c(S(=O)(=O)N2CCC(C(=O)NC(C)c3ccccc3)CC2)c1 (configuration not stated)	-4.8	5.4	10.1	2.3	-2.8	-2.8	0.1	0.1	0.6
O=C(Nc1ccc(F)cc1)Nc1cccc(Br)c1	?	32.2*	15.9	4.6	-1.3	1.0	.	0.9	1.7
O=C(OCc1cn([C@H]2CN(CC3CCCCC3)[C@@H](c3ccccc3)C[C@@H]2O)nn1)c1ccccc1	4.5	5.8	1.0	.	0.1	2.2	.	-0.9	0.3
Nc1ccccc1/C=C/c1ccccc1N	-2.3	-1.2	27.3	.	1.1	146.4*	0.5	-0.4	0.4
Cc1ccc(NC(=O)C2CCCN2C(=O)OC(C)(C)C)cc1C (configuration not stated)	-5.2	0.1	1.6	1.0	-1.2	2.1	-2.2	.	0.3
CC12CCC(=O)N1C(C(=O)Nc1ccc(F)cc1)CS2 (configuration not stated)	-5.7	-3.1	-8.2	-2.5	-3.4	1.5	-0.6	-0.7	1.3
O=C1Nc2ccc(S(=O)(=O)N3CCCC3)c3cccc1c23	-3.0	0.6	15.0	-0.1	-2.4	6.1	-0.3	.	0.6
O=C1CSC(c2ccccc2F)N1CCN1CCCCC1 (configuration not stated)	0.7	-5.9	-2.4	1.0	-4.1	-2.3	0.2	.	0.8
O=C(NCCN1CCCCC1)Nc1ccc(Cl)cc1	-18.5	13.7	11.1	2.3	-2.9	0.9	0.3	-1.3	-4.2
CCC(=O)Nc1ccc(SC#N)cc1C	-1.1	-0.2	10.7	0.3	-3.8	-1.0	91.2*	.	-0.3

(continued)
smiles	BoNT-F LC inh	Anthrax LF inh2	GDH-TPI counter	UGM FP inh	FadD28 FP inh	FBA Mtb inh	PfHsp40 yeast	BioA inh	BoNT A protease
O=C(C1CCN(S(=O)(=O)c2ccccc2F)CC1)N1CCN(Cc2ccc3c(c2)OCO3)CC1	0.7	-3.3	8.2	0.6	-2.5	0.3	-0.5	0.2	-0.5
CC(=O)N1CC=CC1(CC(C)C)C(=O)NCCN1CCOCC1 (configuration not stated)	-1.0	-2.4	-1.3	-0.6	1.8	3.7	-0.5	-0.4	0.0
O=C(Nc1ccccc1Cl)Nc1cccnc1Cl	1.1	-4.8	-0.9	-1.5	-5.8	-2.5	2.4	.	-0.5
Cc1ccc2c(c1)C(C)CC(C)(C)N2C(=O)NC1CCCCC1 (configuration not stated)	-0.9	1.1	6.1	-5.0	-0.3	3.7	-0.3	-1.4	1.6
O=C1CCC(C(=O)OC(C(=O)Nc2ccc([N+](=O)[O-])cc2Br)c2ccccc2)=NN1 (configuration not stated)	.	.	6.3	3.4	-0.1	3.0	0.4	0.0	.
COc1ccc(-c2nn(CCC#N)cc2C(=O)Nc2cccc(C(=O)O)c2)cc1[N+](=O)[O-]	7.8	-0.1	5.0	0.7	-3.5	-1.9	-1.3	-0.1	2.6
Cc1ccc(CNC(=O)COC(=O)CCCOc2ccc(Cl)cc2Cl)cc1	-2.8	-1.6	0.3	-2.0	-0.1	-0.2	-0.8	-2.5	-0.4
